Screening data (PubChem BioAssay)
APP 5UTR inh = APP translation inhibition; SH-SY5Y APP 5'UTR-luciferase reporter, luminescence; inhibition, % at 2 µM; hit rate 0.82% among 190,000; AID 1285;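 active = inhibition above a set limit, derived from the sample mean plus 3 SD, cut at about 45% in these data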; note: values of inactives mirror those of a sister screen read the other way
Diaph act CS = activates diaphorase or chemically reduces, flagging diaphorase assay artifacts. hit rate 0.005% among 190,000. Diaphorase/resazurin coupled assay, resorufin fluorescence, 16 min; hits give high values; 1 = vehicle wells, 0 = NADH-free wells. activation factor at 20 µM;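 active = diaphorase activity raised at least twofold by the compound at 20 µM; inactive = activation factor below 2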
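Material: Purified diaphorase enzyme from Clostridium kluyveri | Buffer or medium: 50 mM HEPES pH 7.4 with 4.542 mM MgCl2, 0.005% Tween 20 | Times: 16 min enzyme reaction, ambient temperature | Signal: Red resorufin fluorescence at 544/590 nm excitation/emission | Measure: Increased resorufin signal from activators or reducing compounds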
Diaphorase inh = counter-screen for diaphorase-based assays: diaphorase inhibitors and chemical oxidizers; diaphorase resazurin-to-resorufin fluorescence, NADH, 16 min; bacterial (C. kluyveri) enzyme, not human; inhibition, % at 20 µM; hit rate 0.69% among 190,000; AID 1217;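 active = primary screen inhibition at 20 µM above a set limit, cut at about 50% in these data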;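 note: plate controls were DMSO with full reaction for no effect and wells lacking NADH for full effect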
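Assay system – diaphorase enzyme from Clostridium kluyveri · Amount – diaphorase 0.14 U/mL (working solution) · Times – reaction incubation of 16 min at room temperature · Controls – No-NADH positive control and DMSO neutral control · Signal – resorufin fluorescence 544/590 nm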
NF-kB expr up = NF-kB expression increase, human neuronal cells. fold change at 12.5 µM. NF-kB reporter expression; hits give high values. hit rate 1.6% among 190,000. AID 1239; in the data active = fold change above about 3.3
TLR4 MyD88 comp = blocks binding of human TLR4 to MyD88; inhibition, % at 8.4 µM; hit rate 0.18% among 200,000; HeLa CL3-4 TLR4/MyD88 BLA complementation, FRET ratio; AID 861; in the data active = inhibition above about 25%;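 note: 0% = vehicle and 100% = reference inhibitor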
Target sequence (O00206 whole entry, looked up): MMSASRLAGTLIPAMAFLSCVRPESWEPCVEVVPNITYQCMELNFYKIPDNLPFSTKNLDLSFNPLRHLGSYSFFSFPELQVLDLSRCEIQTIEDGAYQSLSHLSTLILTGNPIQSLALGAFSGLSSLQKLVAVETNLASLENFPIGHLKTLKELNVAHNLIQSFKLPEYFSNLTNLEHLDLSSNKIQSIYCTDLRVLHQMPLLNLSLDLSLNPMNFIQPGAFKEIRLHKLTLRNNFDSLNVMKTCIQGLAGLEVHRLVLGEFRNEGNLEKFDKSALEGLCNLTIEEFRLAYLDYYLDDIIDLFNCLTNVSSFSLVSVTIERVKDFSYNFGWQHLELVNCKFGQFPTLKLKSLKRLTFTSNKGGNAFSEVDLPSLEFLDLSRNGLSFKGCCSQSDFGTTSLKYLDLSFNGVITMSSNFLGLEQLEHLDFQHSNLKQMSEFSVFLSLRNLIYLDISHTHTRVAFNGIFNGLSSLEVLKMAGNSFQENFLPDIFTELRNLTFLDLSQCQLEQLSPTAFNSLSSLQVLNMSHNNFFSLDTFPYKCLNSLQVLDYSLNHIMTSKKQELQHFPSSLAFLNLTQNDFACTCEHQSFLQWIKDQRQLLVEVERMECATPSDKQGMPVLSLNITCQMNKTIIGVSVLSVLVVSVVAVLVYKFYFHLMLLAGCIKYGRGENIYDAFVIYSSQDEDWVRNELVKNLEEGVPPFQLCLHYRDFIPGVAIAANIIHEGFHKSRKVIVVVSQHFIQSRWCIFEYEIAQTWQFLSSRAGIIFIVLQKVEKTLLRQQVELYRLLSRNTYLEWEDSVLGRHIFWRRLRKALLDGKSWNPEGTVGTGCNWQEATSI
Target sequence (Q99836 whole entry, looked up): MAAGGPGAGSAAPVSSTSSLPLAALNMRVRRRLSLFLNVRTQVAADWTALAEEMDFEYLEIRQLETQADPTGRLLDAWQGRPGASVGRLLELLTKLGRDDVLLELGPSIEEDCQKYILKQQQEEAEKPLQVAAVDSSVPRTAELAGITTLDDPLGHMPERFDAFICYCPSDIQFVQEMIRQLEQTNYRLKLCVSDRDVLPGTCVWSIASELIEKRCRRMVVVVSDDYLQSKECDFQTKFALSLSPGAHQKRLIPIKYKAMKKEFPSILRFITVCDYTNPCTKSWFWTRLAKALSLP
STAT1 act = increases IFN-gamma driven STAT1 reporter signal | activation (% of control), % at 5.5 µM | NIH 3T3 STAT1-luciferase reporter, luminescence; 100% = IFN-gamma alone, no compound | hit rate 2.6% among 200,000;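 active = activation above the screen-wide mean activation plus 3 SD, cut at about 130% in these data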;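 note: raw ratio to IFN-gamma control signal so 100% means no change and 0% no light; values of inactives mirror those of a sister screen read the other way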
APP 5'UTR act = APP 5'UTR luciferase reporter activation | SH-SY5Y APP 5'UTR luciferase reporter, luminescence; zero percent = DMSO vehicle wells | activation, % at 2 µM | hit rate 1% among 190,000;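 active = activation above a set limit, based on mean plus 3 SD of controls, cut at about 140% in these data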; note: values of inactives mirror those of a sister screen read the other way
FLuc inhib CS = inhibits firefly luciferase, flagging false hits in luciferase inhibition screens | P08659 | ATPLite firefly luciferase biochemical luminescence, 10 min | inhibition, % at 10 µM | hit rate 1.5% among 200,000;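 active = inhibition above about 50% when tested at 10 µM, limit read from the data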
FLuc stim CS = firefly luciferase counter-screen for stimulation assays | ATPlite luciferase biochemical, luminescence, 10 min; 0 = ATP-free wells, 1 = DMSO control | AID 1027 | P08659 | 200,000 tested, under 10 active | activation factor at 10 µM;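 active = luciferase activation factor, scaled between plate controls, of at least 2 with compound at 10 µM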
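Assay system: Luciferase/luciferin detection reagent, cell-free biochemical luciferase assay / Read-out: luciferase activation / Benchmarks: No-ATP low control, compound-free enzyme-plus-ATP high control / Medium: PBS buffer for ATP / Detection: luminescence measurement of luciferase light output / Schedule: 10 min at ambient temperature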
G6PDH counter = counter-screen for G6PDH assay hits: L. mesenteroides G6PDH inhibition. hit rate 0.12% among 200,000. Purified L. mesenteroides G6PDH, diaphorase/resazurin coupled fluorescence, 45 min. inhibition, % at 5 µM. AID 1020; in the data active = inhibition above about 50%
* = called active by the depositor. Outcome played no part in choosing rows; any-hit rate near 5.6%.

What do the screens show for `CC(=O)NC1=NN(C(C)=O)C(C)(c2cccc([N+](=O)[O-])c2)S1` (stereo not drawn)?
APP 5UTR inh: -5; Diaph act CS: 1; Diaphorase inh: 1; TLR4 MyD88 comp: -5; STAT1 act: 98; APP 5'UTR act: 5; FLuc inhib CS: -9; FLuc stim CS: 1.1; G6PDH counter: 4

Results for Cc1cc2nn(-c3cccc4ccccc34)nc2cc1NC(=O)c1cccs1 ?
APP 5UTR inh: -2; Diaph act CS: 0.8; Diaphorase inh: 21; NF-kB expr up: 0.88; TLR4 MyD88 comp: 1; STAT1 act: 102; APP 5'UTR act: 2; FLuc inhib CS: -5; FLuc stim CS: 1; G6PDH counter: 5

How did CC(=O)c1ccc(-c2ccc(Cn3c(C)nc4cc(N)c(C)nc43)cc2)cc1 do in these assays?
APP 5UTR inh: 4; NF-kB expr up: 0.93; TLR4 MyD88 comp: -8; STAT1 act: 88; APP 5'UTR act: -5; FLuc inhib CS: -3; FLuc stim CS: 1; G6PDH counter: 9

What do the screens show for `C(=C\c1ccccc1)/CN1CCN(Cc2nc(Cc3ccccc3)no2)CC1`?
APP 5UTR inh: 6; Diaph act CS: 1; Diaphorase inh: -1; NF-kB expr up: 1.1; TLR4 MyD88 comp: -9; STAT1 act: 103; APP 5'UTR act: -6; FLuc inhib CS: -5; FLuc stim CS: 1; G6PDH counter: 7

How did CN(Cc1ccccc1)C(=O)CCNS(=O)(=O)c1ccc2c(c1)oc(=O)n2C do in these assays?
APP 5UTR inh: -5; Diaph act CS: 0.9; Diaphorase inh: 10; NF-kB expr up: 1.1; TLR4 MyD88 comp: 2; STAT1 act: 96; APP 5'UTR act: 5; FLuc inhib CS: -11; FLuc stim CS: 1.1; G6PDH counter: -6

What do the screens show for `Cc1ccc(S(=O)(=O)N2CCCC2C(=O)NCc2ccc3c(c2)OCO3)cc1` (stereo not drawn)?
APP 5UTR inh: -8; Diaph act CS: 0.8; Diaphorase inh: 24; NF-kB expr up: 1; TLR4 MyD88 comp: -8; STAT1 act: 96; APP 5'UTR act: 8; FLuc inhib CS: -6; FLuc stim CS: 1.1; G6PDH counter: 18

Results for C=CCc1cccc(/C=N/c2nc3ccccc3n2CC)c1O ?
APP 5UTR inh: 2; Diaph act CS: 0.8; Diaphorase inh: 19; NF-kB expr up: 1.1; TLR4 MyD88 comp: -5; STAT1 act: 96; APP 5'UTR act: -2; FLuc inhib CS: -8; FLuc stim CS: 1.1; G6PDH counter: -10

What do the screens show for `Cc1csc(-c2cnn(-c3ccccc3)c2NC(=O)c2cccc(C(F)(F)F)c2)n1`?
Diaph act CS: 0.9; Diaphorase inh: 6; NF-kB expr up: 1.1; TLR4 MyD88 comp: -1; STAT1 act: 104; FLuc inhib CS: 1; FLuc stim CS: 1; G6PDH counter: 3

Results for O=C(Nc1nnc(-c2ccccc2F)s1)c1cccnc1 ?
APP 5UTR inh: -32; Diaph act CS: 0.9; Diaphorase inh: 5; NF-kB expr up: 2.3; TLR4 MyD88 comp: -5; STAT1 act: 125; APP 5'UTR act: 32; FLuc inhib CS: 29; FLuc stim CS: 0.7; G6PDH counter: 2

Results for CCOc1ncccc1C(=O)OCc1cccc([N+](=O)[O-])c1 ?
APP 5UTR inh: -13; Diaph act CS: 1; Diaphorase inh: 2; NF-kB expr up: 1; TLR4 MyD88 comp: 4; STAT1 act: 109; APP 5'UTR act: 13; FLuc inhib CS: -2; FLuc stim CS: 1; G6PDH counter: -2

How did CSc1nc(-c2ccccc2)cc(C(F)(F)F)c1C#N do in these assays?
APP 5UTR inh: 8; Diaph act CS: 0.9; Diaphorase inh: 7; NF-kB expr up: 1.6; TLR4 MyD88 comp: 5; STAT1 act: 96; APP 5'UTR act: -8; FLuc inhib CS: -8; FLuc stim CS: 1.1; G6PDH counter: -6

How did Cc1cccc(-c2nnc(SCC#N)n2Cc2ccccc2)c1 do in these assays?
APP 5UTR inh: -14; Diaph act CS: 0.9; Diaphorase inh: 14; NF-kB expr up: 1.5; TLR4 MyD88 comp: 2; STAT1 act: 102; APP 5'UTR act: 14; FLuc inhib CS: -3; FLuc stim CS: 1; G6PDH counter: 2

What do the screens show for `O=C(N/N=C1/CCS(=O)(=O)c2ccc(F)cc21)c1cccnc1`?
APP 5UTR inh: -15; Diaph act CS: 1; Diaphorase inh: 3; NF-kB expr up: 1.9; TLR4 MyD88 comp: -10; STAT1 act: 112; APP 5'UTR act: 15; FLuc inhib CS: 0; FLuc stim CS: 1; G6PDH counter: -1

Results for CCOC(=O)N1CCN(CC(=O)n2c(C)c(C)c3ccccc32)CC1 ?
APP 5UTR inh: 2; Diaph act CS: 0.9; Diaphorase inh: 13; NF-kB expr up: 0.96; TLR4 MyD88 comp: -5; STAT1 act: 101; APP 5'UTR act: -2; FLuc inhib CS: -13; FLuc stim CS: 1.1; G6PDH counter: 10

Results for CCOc1cccc2cc(-c3csc(NC(=O)CCC(=O)N4CCC(C)CC4)n3)c(=O)oc12 ?
APP 5UTR inh: 5; Diaph act CS: 1; Diaphorase inh: 3; NF-kB expr up: 1.1; TLR4 MyD88 comp: 3; STAT1 act: 98; APP 5'UTR act: -5; FLuc inhib CS: -4; FLuc stim CS: 1; G6PDH counter: -1

Brought forward from above: 2 compounds, followed by the next part.
Results for CCOC(=O)N1CCN(CC(=O)n2c(C)c(C)c3ccccc32)CC1 ?
APP 5UTR inh: 2; Diaph act CS: 0.9; Diaphorase inh: 13; NF-kB expr up: 0.96; TLR4 MyD88 comp: -5; STAT1 act: 101; APP 5'UTR act: -2; FLuc inhib CS: -13; FLuc stim CS: 1.1; G6PDH counter: 10

Results for CCOc1cccc2cc(-c3csc(NC(=O)CCC(=O)N4CCC(C)CC4)n3)c(=O)oc12 ?
APP 5UTR inh: 5; Diaph act CS: 1; Diaphorase inh: 3; NF-kB expr up: 1.1; TLR4 MyD88 comp: 3; STAT1 act: 98; APP 5'UTR act: -5; FLuc inhib CS: -4; FLuc stim CS: 1; G6PDH counter: -1

What do the screens show for `O=C(NC(NC(=S)Nc1ccc(Cl)cc1)C(Cl)(Cl)Cl)c1ccco1` (stereo not drawn)?
APP 5UTR inh: 12; Diaph act CS: 0.8; Diaphorase inh: 23; NF-kB expr up: 1.3; TLR4 MyD88 comp: 1; STAT1 act: 98; APP 5'UTR act: -12; FLuc inhib CS: -3; FLuc stim CS: 1; G6PDH counter: 3

What do the screens show for `COc1ccc(-c2csc(C)n2)cc1OC`?
APP 5UTR inh: -14; Diaph act CS: 0.9; Diaphorase inh: 8; NF-kB expr up: 1.9; TLR4 MyD88 comp: -5; STAT1 act: 105; APP 5'UTR act: 14; FLuc inhib CS: -3; FLuc stim CS: 1; G6PDH counter: 9

What do the screens show for `O=C(Nc1cc(C(=O)N2CCCC2)ccc1N1CCCC1)c1ccccc1F`?
APP 5UTR inh: 2; Diaph act CS: 0.8; Diaphorase inh: 16; NF-kB expr up: 0.66; TLR4 MyD88 comp: -10; STAT1 act: 53; APP 5'UTR act: -2; FLuc inhib CS: -6; FLuc stim CS: 1.1; G6PDH counter: 6

What do the screens show for `CCc1cc(C)c(O)c(CC)n1`?
APP 5UTR inh: 13; Diaph act CS: 0.8; Diaphorase inh: 17; NF-kB expr up: 1.1; TLR4 MyD88 comp: 1; STAT1 act: 108; APP 5'UTR act: -13; FLuc inhib CS: 0; FLuc stim CS: 1; G6PDH counter: 14

What do the screens show for `COC(=O)C1=C(C(=O)OC)SC2(S1)C(C(=O)OC)=C(C(=O)OC)SC1=C2c2cccc(C)c2NC1(C)C`?
APP 5UTR inh: -5; Diaph act CS: 0.7; Diaphorase inh: 26; NF-kB expr up: 1.1; TLR4 MyD88 comp: -9; STAT1 act: 105; APP 5'UTR act: 5; FLuc inhib CS: -2; FLuc stim CS: 1; G6PDH counter: 7

What do the screens show for `COC(=O)c1ccccc1NC(=O)N1CCN(S(C)(=O)=O)CC1`?
APP 5UTR inh: -6; Diaph act CS: 0.9; Diaphorase inh: 7; NF-kB expr up: 1.3; TLR4 MyD88 comp: 2; STAT1 act: 95; APP 5'UTR act: 6; FLuc inhib CS: -5; FLuc stim CS: 1.1; G6PDH counter: 8

What do the screens show for `COC(=O)c1cccc(N2C(=O)c3ccccc3S2(=O)=O)c1`?
APP 5UTR inh: -6; Diaph act CS: 0.9; Diaphorase inh: 8; NF-kB expr up: 1.1; TLR4 MyD88 comp: -6; STAT1 act: 98; APP 5'UTR act: 6; FLuc inhib CS: -4; FLuc stim CS: 1; G6PDH counter: 6

What do the screens show for `Cc1ccc(NC(=O)Cn2nc(C)c(S(=O)(=O)N(C)C)c2C)cc1C`?
APP 5UTR inh: -36; Diaph act CS: 0.9; Diaphorase inh: 11; NF-kB expr up: 0.9; TLR4 MyD88 comp: 4; STAT1 act: 99; APP 5'UTR act: 36; FLuc inhib CS: -6; FLuc stim CS: 1.1; G6PDH counter: 1

How did CC(=O)OCC1O[C@@H](O[C@@H]2C[C@H]3C(C)(C)[C@H](OC(C)=O)CC[C@]3(C)[C@H]3CC[C@]45C[C@]4(CC[C@H]5[C@@H](C)C[C@@H](O)[C@H](O)C(C)(C)O)[C@@]32C)[C@H](O)[C@@H](O)[C@@H]1O (stereo partly drawn) do in these assays?
APP 5UTR inh: -5; Diaph act CS: 0.8; Diaphorase inh: 19; NF-kB expr up: 0.87; TLR4 MyD88 comp: 3; STAT1 act: 108; APP 5'UTR act: 5; FLuc inhib CS: -5; FLuc stim CS: 1; G6PDH counter: 24

What do the screens show for `Cc1ccc(C(=O)Nc2cc(Cl)ccc2OC(=O)c2ccc(C)cc2)cc1`?
APP 5UTR inh: -78; Diaph act CS: 0.9; Diaphorase inh: 7; NF-kB expr up: 4.1*; TLR4 MyD88 comp: 6; STAT1 act: 96; APP 5'UTR act: 78; FLuc inhib CS: 20; FLuc stim CS: 0.8; G6PDH counter: -2

Results for Cc1nc(SCC(=O)NCc2ccco2)c2c(C)c(C)sc2n1 ?
APP 5UTR inh: -19; Diaph act CS: 0.9; Diaphorase inh: 13; NF-kB expr up: 1.1; TLR4 MyD88 comp: -1; STAT1 act: 91; APP 5'UTR act: 19; FLuc inhib CS: -4; FLuc stim CS: 1; G6PDH counter: -15

What do the screens show for `Cc1ccc(NC(=O)CN2C(=O)NC3(CCc4ccccc43)C2=O)cc1Cl` (stereo not drawn)?
APP 5UTR inh: 1; Diaph act CS: 1; Diaphorase inh: 0; NF-kB expr up: 0.86; TLR4 MyD88 comp: 13; STAT1 act: 100; APP 5'UTR act: -1; FLuc inhib CS: -4; FLuc stim CS: 1; G6PDH counter: 0

What do the screens show for `O=[N+]([O-])c1cc(-c2ccn[nH]2)ccc1Cl`?
APP 5UTR inh: 16; Diaph act CS: 1.1; Diaphorase inh: -7; NF-kB expr up: 1.1; TLR4 MyD88 comp: -2; STAT1 act: 108; APP 5'UTR act: -16; FLuc inhib CS: 3; FLuc stim CS: 1; G6PDH counter: 3

Results for O=C(CSc1nnc(-c2ccccn2)n1Cc1ccccc1)N1CCCC1 ?
APP 5UTR inh: 17; Diaph act CS: 0.9; Diaphorase inh: 13; NF-kB expr up: 1; TLR4 MyD88 comp: -10; STAT1 act: 99; APP 5'UTR act: -17; FLuc inhib CS: 1; FLuc stim CS: 1; G6PDH counter: -3
